CHRM4 agonist = agonists of human muscarinic M4 receptor (CHRM4); actives 0.14% (n = 360,000); AID 624127; activation, % at 3 µM; CHO-K1 hM4/Gqi5, Fluo-8 calcium fluorescence; vehicle 0%, full acetylcholine response 100%; P08173;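 active means activation above the run mean over all test wells plus 3 SD, cut at about 32% in these data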;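 further: peak over basal fluorescence ratio per well then scaled between controls; 0% = DMSO wells and 100% = acetylcholine at EC100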
Target sequence (P08173 whole entry, looked up): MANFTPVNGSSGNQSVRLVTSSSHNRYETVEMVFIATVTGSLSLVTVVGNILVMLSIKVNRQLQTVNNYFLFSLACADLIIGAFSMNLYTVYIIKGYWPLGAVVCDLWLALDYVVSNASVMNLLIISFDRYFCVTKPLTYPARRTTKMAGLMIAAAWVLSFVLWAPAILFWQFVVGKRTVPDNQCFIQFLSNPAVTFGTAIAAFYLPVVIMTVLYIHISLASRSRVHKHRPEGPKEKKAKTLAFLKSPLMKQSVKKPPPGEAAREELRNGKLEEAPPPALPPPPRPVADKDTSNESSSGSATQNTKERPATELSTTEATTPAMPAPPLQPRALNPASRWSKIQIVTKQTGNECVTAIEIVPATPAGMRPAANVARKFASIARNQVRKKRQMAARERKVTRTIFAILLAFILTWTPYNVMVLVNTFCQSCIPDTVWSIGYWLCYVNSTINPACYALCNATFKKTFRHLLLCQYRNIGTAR
OXTR potentiator = potentiates the human oxytocin receptor response; P30559; activation, % at 3 µM; AID 2445; CHO-OTR cells, Fluo-8 calcium fluorescence, potentiator mode; 0% = oxytocin EC15, 100% = EC100; actives 0.061% (n = 320,000);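 active means activation above that plate's cutoff, the mean activation of tested compounds plus 3 SD, cut at about 6.6% in these data, passing the limit was not always enough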;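 further: 100% uses oxytocin at 75 nM as the full agonist control; some results filed as inactive read as strong as hits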
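Replication – single well per compound, singlicate · Assay system – CHO cell line stably expressing human OTR · Timing – 6 min pre-incubation, 100 s read · Measure – normalized max/min fluorescence ratio, % activation · Doses – 3.0 µM, one dose · Detection – Fluo-8 calcium dye fluorescence · Probe or stimulus – oxytocin near EC15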
CHRM4 antagonist = antagonists of human muscarinic M4 receptor (CHRM4); inhibition, % at 3 µM; CHO-hM4 cells, ACh EC80, Fluo-8 calcium fluorescence; AID 624125; actives 0.73% (n = 360,000);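 active means inhibition above its plate's cutoff, the mean inhibition of sample wells plus 3 SD, cut at about 27% in these data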;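 further: 0% = acetylcholine EC80 with DMSO and 100% = DMSO without agonist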
M1 ag parental = counter-screen for M1 agonists: effect in parental CHO-K1 cells; activation, % at 3 µM; Fluo-8 calcium fluorescence; scaled to maximal ATP response, vehicle zero; actives 0.48% (n = 360,000); in the data active means activation above about 15%;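 further: untransfected CHO-K1 host cells lacking M1 receptor as counterscreen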
M1 PAM = potentiates human M1 receptor response to acetylcholine. P11229. CHO-K1 hM1, Fluo-8 calcium fluorescence, ACh EC20; 0% = ACh EC20, 100% = maximal ACh. activation, % at 3 µM. actives 0.088% (n = 360,000). AID 588819; in the data active means activation above about 19%, passing the limit was not always enough
Target sequence (P11229 whole entry, looked up): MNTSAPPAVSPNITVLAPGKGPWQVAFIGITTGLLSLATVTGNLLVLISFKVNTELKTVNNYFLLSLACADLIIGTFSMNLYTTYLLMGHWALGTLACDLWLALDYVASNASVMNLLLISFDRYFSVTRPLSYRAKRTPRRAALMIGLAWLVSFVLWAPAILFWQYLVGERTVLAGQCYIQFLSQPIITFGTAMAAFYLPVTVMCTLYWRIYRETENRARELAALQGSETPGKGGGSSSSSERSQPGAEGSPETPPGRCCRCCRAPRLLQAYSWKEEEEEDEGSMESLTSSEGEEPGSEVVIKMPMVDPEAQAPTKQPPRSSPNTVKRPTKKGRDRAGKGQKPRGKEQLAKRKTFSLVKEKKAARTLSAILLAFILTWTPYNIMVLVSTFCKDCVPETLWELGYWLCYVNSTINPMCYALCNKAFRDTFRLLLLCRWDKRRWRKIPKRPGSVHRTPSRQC
CHO parental Ca = signal in parental CHO cells, OX1R antagonist counter-screen; inhibition, % at 5.6 µM; AID 463079; parental CHO-K1, ATP-induced calcium, Fluo-8 fluorescence; actives 0.63% (n = 330,000);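 active means inhibition above that plate's mean sample inhibition plus 3 SD, cut at about 26% in these data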;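 further: 0% = ATP-challenged DMSO wells and 100% = DMSO wells without ATP; some compounds past the cut are filed as inactive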
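Test system: untransfected parental CHO cell line. Compound: one dose, 5.6 µM nominal. Detection: intracellular calcium via Fluo-8 no-wash fluorescent dye. Measure: % inhibition. Benchmarks: ATP-challenged DMSO wells low, unchallenged DMSO wells high.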
M1 antag = antagonists of human M1 muscarinic receptor; CHO-K1 hM1, Fluo-8 calcium fluorescence, ACh EC80 antagonist; actives 1.3% (n = 360,000); P11229; inhibition, % at 3 µM;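 active means percent inhibition above its own plate's cutoff, namely the mean of that plate's compound wells plus 3 SD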;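 further: peak over basal fluorescence ratio during 140 s after agonist addition; 0% = ACh EC80 plus DMSO and 100% = DMSO alone without agonist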
CHO-K1 Ca antag = counter-screen for M1 antagonists: effect in parental CHO-K1 cells. ATP-induced calcium, Fluo-8 fluorescence. inhibition, % at 3 µM. actives 0.6% (n = 360,000);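 active means inhibition above a per-plate cutoff, the plate's mean sample inhibition plus 3 SD, cut at about 24% in these data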;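 further: 0% = DMSO plus EC80 ATP and 100% = DMSO alone without ATP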
M1 ag = activates human CHRM1 receptor; P11229; CHO-K1 hM1, Fluo-8 calcium fluorescence, agonist mode; 0% DMSO, 100% acetylcholine EC100; activation, % at 3 µM; actives 0.33% (n = 360,000);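 active means activation above the run's mean compound activation plus 3 SD, cut at about 16% in these data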;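 further: peak over basal fluorescence ratio within a 140 s kinetic read after compound addition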
* marks the source's active call; other numbers are inactive results. Compounds were not picked by outcome, and some 2.9% of all compounds hit somewhere here.

Results for CN(CCCNC(=O)Cn1cc2c(n1)CCCC2)C1CCCCC1 ?
CHRM4 agonist: 0; OXTR potentiator: 5; CHRM4 antagonist: -24; M1 ag parental: 0.9; M1 PAM: 6; CHO parental Ca: -7; M1 antag: -8; CHO-K1 Ca antag: 1; M1 ag: -12

Results for CCOc1ccc(C2C(C(=O)c3ccco3)=C(O)C(=O)N2Cc2cccnc2)cc1OC (stereo not given) ?
CHRM4 agonist: 0; OXTR potentiator: -11; CHRM4 antagonist: -6; M1 ag parental: 0.2; M1 PAM: 7; CHO parental Ca: -20; M1 antag: -4; CHO-K1 Ca antag: 2; M1 ag: -3

What do the screens show for `CCC12CN3CCN(CC(C3)/C1=N\NC(=O)c1ccc(F)cc1)C2`?
CHRM4 agonist: 0; OXTR potentiator: -9; CHRM4 antagonist: 12; M1 ag parental: 0.1; M1 PAM: 0; CHO parental Ca: -9; M1 antag: 8; CHO-K1 Ca antag: -4; M1 ag: -7

What do the screens show for `CC/C(=N/NC(=O)CNc1ccc(Cl)cc1C)c1ccccc1`?
CHRM4 agonist: 1; OXTR potentiator: -8; CHRM4 antagonist: 0; M1 ag parental: 0.2; M1 PAM: -6; CHO parental Ca: -17; M1 antag: 0; CHO-K1 Ca antag: -2; M1 ag: -6

Results for CC1CC(C)CN(CCCn2c(=S)[nH]c3ccccc3c2=O)C1 (stereo not given) ?
CHRM4 agonist: 1; OXTR potentiator: -15; CHRM4 antagonist: -1; M1 ag parental: 0.3; M1 PAM: -8; CHO parental Ca: -8; M1 antag: 2; CHO-K1 Ca antag: 3; M1 ag: -5

How did CCCC1S/C(=N/N=C/c2ccc(OC)cc2)N(Cc2ccccc2)C1=O (stereo not given) do in these assays?
CHRM4 agonist: 0; OXTR potentiator: -11; CHRM4 antagonist: -2; M1 ag parental: 0.3; M1 PAM: -3; CHO parental Ca: -27; M1 antag: -8; CHO-K1 Ca antag: -5; M1 ag: -4

What do the screens show for `OC1C[N+]2(CCCCC2)C1`?
CHRM4 agonist: 0; OXTR potentiator: 0; CHRM4 antagonist: -10; M1 ag parental: 0.1; M1 PAM: 6; CHO parental Ca: -6; M1 antag: -9; CHO-K1 Ca antag: -14; M1 ag: 1

What do the screens show for `Cc1cc(C)cc(N(CC(=O)NC2CCCC2)C(=O)C2(C)CC(=O)N=C3C=CC=CN32)c1` (stereo not given)?
CHRM4 agonist: 1; OXTR potentiator: -18; CHRM4 antagonist: -5; M1 ag parental: 0.6; M1 PAM: 4; CHO parental Ca: 10; M1 antag: -1; CHO-K1 Ca antag: -17; M1 ag: -3

What do the screens show for `NC1=NC(=O)/C(=C/c2cn(CCC(=O)O)nc2-c2ccc(Cl)cc2)S1`?
CHRM4 agonist: 1; OXTR potentiator: 3; CHRM4 antagonist: -5; M1 ag parental: 0.5; M1 PAM: -2; CHO parental Ca: 3; M1 antag: -2; CHO-K1 Ca antag: -5; M1 ag: -3

What do the screens show for `O=C(NC12CC3CC(CC(C3)C1)C2)c1cccnc1`?
CHRM4 agonist: 0; OXTR potentiator: -5; CHRM4 antagonist: 0; M1 ag parental: 0.9; M1 PAM: 4; CHO parental Ca: -9; M1 antag: 9; CHO-K1 Ca antag: -8; M1 ag: -5

What do the screens show for `Cc1cc(NC(=O)CCN2C(=O)C3C4C=CC(C4)C3C2=O)ccc1Br` (stereo not given)?
CHRM4 agonist: 12; OXTR potentiator: -1; CHRM4 antagonist: 5; M1 ag parental: 4.5; M1 PAM: 4; CHO parental Ca: -6; M1 antag: 1; CHO-K1 Ca antag: -6; M1 ag: 2

How did O=C(COc1ccc(Cl)cc1Cl)NCCCNC(=O)c1cnccn1 do in these assays?
CHRM4 agonist: 3; OXTR potentiator: -4; CHRM4 antagonist: 5; M1 ag parental: 2.6; M1 PAM: 14; CHO parental Ca: -9; M1 antag: 0; CHO-K1 Ca antag: -8; M1 ag: 3

Results for Cc1cc(C)n(C(=O)c2ccc([N+](=O)[O-])c(Cl)c2)n1 ?
CHRM4 agonist: 0; OXTR potentiator: -6; CHRM4 antagonist: 2; M1 ag parental: 1.0; M1 PAM: -5; CHO parental Ca: -5; M1 antag: 4; CHO-K1 Ca antag: -9; M1 ag: -5

What do the screens show for `O=C1C=C(c2ccccc2)CO1`?
CHRM4 agonist: 1; CHRM4 antagonist: -16; M1 ag parental: 1.6; M1 PAM: 4; M1 antag: -15; CHO-K1 Ca antag: -17; M1 ag: -3

What do the screens show for `CCOC(=O)N1CCC(NC(=O)c2cc(COc3c(C)cccc3C)on2)CC1`?
CHRM4 agonist: 5; OXTR potentiator: -12; CHRM4 antagonist: -11; M1 ag parental: 4.7; M1 PAM: -4; CHO parental Ca: -18; M1 antag: 2; CHO-K1 Ca antag: -8; M1 ag: -2

How did CC(C)N1CCCC(C)(C(=O)Nc2nccc3ccccc23)C1 (stereo not given) do in these assays?
CHRM4 agonist: 0; CHRM4 antagonist: -4; M1 ag parental: 0.5; M1 PAM: -2; M1 antag: 6; CHO-K1 Ca antag: -2; M1 ag: -7

Results for Cc1cc(C)nc(NN2C(=O)/C(=C/c3ccc(O)cc3)SC2=S)n1 ?
CHRM4 agonist: 24; OXTR potentiator: -8; CHRM4 antagonist: 13; M1 ag parental: 11; M1 PAM: -5; CHO parental Ca: 2; M1 antag: 4; CHO-K1 Ca antag: -19; M1 ag: 5

What do the screens show for `NS(=O)(=O)c1ccc(O)c(NC(=O)c2ccc([N+](=O)[O-])cc2)c1`?
CHRM4 agonist: 1; OXTR potentiator: -1; CHRM4 antagonist: -5; M1 ag parental: -0.3; M1 PAM: 2; CHO parental Ca: -2; M1 antag: -1; CHO-K1 Ca antag: 0; M1 ag: -3

What do the screens show for `CC1(C)CC(=O)C=C(NCCN2CCN(C(=S)Nc3ccccc3)CC2)C1`?
CHRM4 agonist: 0; OXTR potentiator: -5; CHRM4 antagonist: 10; M1 ag parental: 0.0; M1 PAM: 3; CHO parental Ca: -7; M1 antag: -4; CHO-K1 Ca antag: -1; M1 ag: -7

How did C[C@H](O)[C@@]1(O)CC[C@H]2[C@@H]3CC[C@@H]4C[C@H](O)CC[C@]4(C)[C@H]3CC[C@@]21C do in these assays?
CHRM4 agonist: 3; OXTR potentiator: -6; CHRM4 antagonist: -7; M1 ag parental: 1.3; M1 PAM: 4; CHO parental Ca: -3; M1 antag: -5; CHO-K1 Ca antag: -3; M1 ag: 1

Results for Cc1cccc(NC(=S)N(c2ccccc2)C(C)C)c1C ?
CHRM4 agonist: 0; OXTR potentiator: -6; CHRM4 antagonist: 2; M1 ag parental: 1.0; M1 PAM: 1; CHO parental Ca: -11; M1 antag: 0; CHO-K1 Ca antag: -10; M1 ag: -4

Results for O=[N+]([O-])c1cccnc1SCc1ccccc1 ?
CHRM4 agonist: 0; OXTR potentiator: -4; CHRM4 antagonist: -19; M1 ag parental: -0.5; M1 PAM: -1; CHO parental Ca: -9; M1 antag: -7; CHO-K1 Ca antag: -14; M1 ag: -8

Results for CCOc1nc(-c2ccc(OC)cc2)ccc1-c1noc(-c2cc(OC)c(OC)c(OC)c2)n1 ?
CHRM4 agonist: 2; OXTR potentiator: -2; CHRM4 antagonist: 5; M1 ag parental: 0.5; M1 PAM: 4; CHO parental Ca: -9; M1 antag: -12; CHO-K1 Ca antag: -27; M1 ag: -2

How did O=c1ccc2cc(S(=O)(=O)N3CCN(c4ccccc4)CC3)ccc2[nH]1 do in these assays?
CHRM4 agonist: 3; OXTR potentiator: -4; CHRM4 antagonist: -14; M1 ag parental: 0.4; M1 PAM: 4; CHO parental Ca: -6; M1 antag: -10; CHO-K1 Ca antag: -1; M1 ag: 1

How did CCCn1c(CCC(=O)O)nc2cc(S(N)(=O)=O)ccc21 do in these assays?
CHRM4 agonist: 0; OXTR potentiator: -4; CHRM4 antagonist: -2; M1 ag parental: 0.0; M1 PAM: 14; CHO parental Ca: -5; M1 antag: -8; CHO-K1 Ca antag: 3; M1 ag: -4

What do the screens show for `CCOC(=O)CCCCCC(=O)Nc1ccc2c(c1)C(=O)N([C@H](C)CO)C[C@@H](C)[C@H](CN(C)Cc1ccc3c(c1)OCO3)O2`?
CHRM4 agonist: 2; OXTR potentiator: 1; CHRM4 antagonist: 3; M1 ag parental: 1.7; M1 PAM: -20; CHO parental Ca: -13; M1 antag: 30; CHO-K1 Ca antag: 0; M1 ag: -11

What do the screens show for `CCOC(=O)CCc1c(C)c(C#N)c2nc3ccccc3n2c1-n1cnc2ccccc21`?
CHRM4 agonist: 1; OXTR potentiator: -10; CHRM4 antagonist: -18; M1 ag parental: -0.4; M1 PAM: -1; CHO parental Ca: -12; M1 antag: 0; CHO-K1 Ca antag: -4; M1 ag: -4

What do the screens show for `COC(=O)c1nn(-c2ccc(OC)cc2)ccc1=O`?
CHRM4 agonist: 0; OXTR potentiator: -14; CHRM4 antagonist: -6; M1 ag parental: 0.1; M1 PAM: 5; CHO parental Ca: 1; M1 antag: -12; CHO-K1 Ca antag: -9; M1 ag: -3

How did CC1(C)Cc2cccc(OCC(=O)N3CCN(c4ccccc4)CC3)c2O1 do in these assays?
CHRM4 agonist: 1; OXTR potentiator: 5; CHRM4 antagonist: 2; M1 ag parental: 0.5; M1 PAM: 4; CHO parental Ca: -8; M1 antag: -3; CHO-K1 Ca antag: -1; M1 ag: -6

How did NNC(=O)C1CC1c1ccc(Cl)cc1 (stereo not given) do in these assays?
CHRM4 agonist: 0; OXTR potentiator: -7; CHRM4 antagonist: 3; M1 ag parental: 0.8; M1 PAM: -7; CHO parental Ca: -23; M1 antag: -1; CHO-K1 Ca antag: -10; M1 ag: -5

How did O=C(OCc1cn([C@@H]2CN(Cc3cccs3)[C@@H](c3ccc(Cl)cc3)C[C@H]2O)nn1)c1ccccc1 do in these assays?
CHRM4 agonist: 1; CHRM4 antagonist: -4; M1 ag parental: 0.4; M1 PAM: 5; M1 antag: -8; CHO-K1 Ca antag: -5; M1 ag: -4

What do the screens show for `CCOC(=O)[C@@H]1[C@H]2COc3ccccc3[C@@H]2N2C(=O)N(c3cccc(C)c3)C(=O)[C@]12C`?
CHRM4 agonist: -1; OXTR potentiator: 5; CHRM4 antagonist: -2; M1 ag parental: -0.9; M1 PAM: 8; CHO parental Ca: -17; M1 antag: -5; CHO-K1 Ca antag: -12; M1 ag: -5

Results for COc1ccc(S(=O)(=O)NC(=O)C2(C)CCN2C(=O)Cc2ccc(-c3ccccc3)cc2)cc1 (stereo not given) ?
CHRM4 agonist: 0; CHRM4 antagonist: 1; M1 ag parental: 0.2; M1 PAM: -11; M1 antag: -8; CHO-K1 Ca antag: -8; M1 ag: -4

How did Cc1cc(C)cc(N2C(=O)CC(n3nc(C)cc3C)C2=O)c1 (stereo not given) do in these assays?
CHRM4 agonist: 1; OXTR potentiator: -8; CHRM4 antagonist: 7; M1 ag parental: 0.5; M1 PAM: 5; CHO parental Ca: -4; M1 antag: -17; CHO-K1 Ca antag: -5; M1 ag: -3

How did COc1ccc(OCCn2cnc(Cl)c2Cl)cc1 do in these assays?
CHRM4 agonist: 1; OXTR potentiator: 0; CHRM4 antagonist: 5; M1 ag parental: 0.4; M1 PAM: 11; CHO parental Ca: -5; M1 antag: -16; CHO-K1 Ca antag: -16; M1 ag: -4

Source: PubChem
